# GPR55 activation = GPR55 agonists via beta-arrestin recruitment, primary screen, imaging, U2OS cells, beta-arrestin-GFP redistribution (AID 1961) | U2OS GPR55 beta-arrestin-GFP redistribution imaging; higher % means a stronger effect | one-dose activation, % at 10 µM; EC50 in µM for titrated hits | 0.048% of 290,000 active;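 active = activation above 40% with more than 50 cells counted in the well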;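 note: U2OS osteosarcoma cells stably expressing GPR55 and beta-arrestin-GFP; plate controls were DMSO negative control for no effect and LPI positive control for full effect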
# KOR beta-arrestin-1 = KOR antagonists, beta-arrestin recruitment, cell-based, luminescence, uHTS (AID 1778) | KOR beta-arrestin recruitment, luminescence, antagonist mode; higher % means a stronger effect | inhibition, % at 10 µM; hits with a dose series show IC50 in µM | 0.091% of 290,000 active; in the data active = inhibition above about 50%; note: strong numbers were not always called active
# KOR beta-arrestin-2 = kappa opioid receptor activators – cell-based, luminescence, uHTS, primary screen (AID 1777). KOR beta-arrestin recruitment, luminescence; higher % means a stronger effect. one-dose activation, % at 10 µM; EC50 in µM for titrated hits. 0.02% of 280,000 active; in the data active = activation above about 50%, passing the limit was not always enough; note: a part of the inactive calls stands beside numbers as strong as those of hits
# SIAH1 antagonists = Siah-1 peptide-binding antagonists, primary screen, biochemical, fluorescence polarization, rhodamine-plectin, uHTS (AID 1817); 0.02% of 290,000 active; Siah-1 / rhodamine-plectin peptide fluorescence polarization; higher % means a stronger effect; displacement, % at 20 µM; hits with a dose series show IC50 in µM;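 active = displacement of at least 50% at 20 µM, with a fluorescence ratio check between 0.3 and a set limit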;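 note: plate controls were Siah plus tracer with DMSO for no effect and tracer alone without Siah for full effect; strong numbers were not always called active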
# GPR55 LPI antagonism = GPR55 antagonists blocking LPI-driven arrestin recruitment, primary screen, imaging, U2OS, beta-arrestin-GFP, LPI agonist (AID 2013) | 0.13% of 290,000 active | U2OS GPR55 beta-arrestin-GFP translocation imaging, LPI antagonism; higher % means a stronger effect | inhibition, % at 10 µM, or IC50 in µM where a hit was titrated;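 active = spots per cell inhibited over 60%, with over 100 cells counted and total cytoplasm intensity under 500,000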;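 note: U2OS cells stably carrying GPR55 and arrestin-GFP stimulated by 5 µM LPI near EC80; imaged beta-arrestin-GFP aggregate spots per cell after agonist stimulation; plate controls were LPI-stimulated DMSO wells for no effect and DMSO wells without LPI for full effect; some results filed as inactive read as strong as hits; confirmed hits need IC50 under 10 µM and bright autofluorescent wells are also inconclusive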
# HIV peptide binding = cell-free HIV fusion peptide-binding blockers – biochemical, uHTS, fluorescence dequenching, primary screen (AID 1986); cell-free peptide binding, fluorescence dequenching, 30 min; higher % means a stronger effect; one-dose inhibition, % at 20 µM; IC50 in µM for titrated hits; 0.3% of 290,000 active; in the data active = inhibition mostly above about 52%, no sharp cut-off; inactive = mostly below about 76%; note: some results filed as inactive read as strong as hits
# NOD1 inhibition = inhibition of NOD1-driven NF-kB reporter – cell-based, luminescence, uHTS, primary screen (AID 1578); NOD1-driven NF-kB luciferase reporter cells, luminescence; higher % means a stronger effect; inhibition, % at 4 µM, or EC50 in µM where a hit was titrated; 1% of 290,000 active; in the data active = inhibition mostly above about 36%, no sharp cut-off; inactive = mostly below about 34%;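 note: HEK-293T reporter cells stimulated with the NOD1 agonist gamma-tri-DAP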
# AID2073 = inhibitors of Mint1-CaV2.2 protein interaction, biochemical, HTRF (AID 2073); one-dose inhibition, % at 20 µM; IC50 in µM for titrated hits; 0.19% of 290,000 active; HTRF protein-protein interaction, Mint1-CaV2.2; higher % means a stronger effect; in the data active = inhibition mostly above about 51%, no sharp cut-off; note: some results filed as inactive read as strong as hits
# GPR35 arrestin U2OS = inhibition of zaprinast-stimulated GPR35 beta-arrestin translocation – imaging, U2OS, beta-arrestin-GFP, zaprinast agonist, primary screen (AID 2058). U2OS GPR35 beta-arrestin-GFP translocation imaging, zaprinast antagonism; higher % means a stronger effect. 0.052% of 290,000 active. inhibition, % at 10 µM, or IC50 in µM where a hit was titrated;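 active = inhibition of at least 50% with at least 30 cells and total cytoplasm GFP at most 10,000,000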
# An asterisk follows results filed as active; · = not tested or not shown; [ ] = another dose, or the depositor's remark. An excerpt, so the mix of outcomes need not match the whole.
(1) CCn1c(SC)nnc1-c1sc2cc(Cl)ccc2c1Cl
(2) FC(F)(F)c1cc(-c2ccco2)nc(NCc2ccc(Cl)cc2)n1
(3) COc1ccccc1C(c1nnnn1C(C)(C)C)N1CCN(Cc2ccccc2)CC1 (configuration not stated)
(4) CC(=O)N1c2ccc(S(=O)(=O)NCCC(=O)NC3CCCCCC3)cc2CC1C (configuration not stated)
(5) Cc1cc(NC(=O)c2c(F)cccc2Cl)no1
(6) CC(=O)Cn1c(CN2CCCCC2)nc2ccccc2c1=O
(7) CN(C)S(=O)(=O)c1cccc(NC(=O)c2cnccn2)c1
(8) Cc1ccc(NC(=S)NC(NC(=O)C(C)(C)C)C(Cl)(Cl)Cl)c(C)c1 (configuration not stated)

assay / compound,1,2,3,4,5,6,7,8
GPR55 activation,0.0%,-0.1%,0.7%,0.3%,0.3%,1.7%,-0.1%,0.2%
KOR beta-arrestin-1,-6%,-33%,-5%,-9%,-19%,-51%,-13%[20 µM],-18%
KOR beta-arrestin-2,-0.6%,0.5%,-2.9%,0.4%,3.5%,5.4%,-2.1%,6.2%
SIAH1 antagonists,4%,3%,4%,2%,-3%,-8%,2%,-4%
GPR55 LPI antagonism,-14%,-9%,13%,14%,-36%,-4%,-15%,14%
HIV peptide binding,-2.7%,3.0%,-0.6%,-1.7%,-0.4%,0.1%,-0.4%,-1.6%
NOD1 inhibition,-28%,14%,-1%,-11%,-28%,5%,-28%,1%
AID2073,24%,-2%,3%,-4%,5%,2%,-4%,-43%
GPR35 arrestin U2OS,-3%,-11%,-2%,16%,-18%,2%,9%,12%

(9) O=C(/C=C/c1ccc([N+](=O)[O-])cc1)NCc1ccc2c(c1)OCO2
(10) COc1ccc(OC)c(/C=N/NC(=O)c2cnccn2)c1
(11) O=C(O)c1ccc(N2C(=O)/C(=C/c3ccc(-c4ccc([N+](=O)[O-])cc4)o3)C=C2c2ccccc2)cc1
(12) CCOC(=O)NC(=O)CN1C(=O)NC2(CCc3ccccc32)C1=O (configuration not stated)
(13) O=C(O)c1ccc(-n2nncc2-c2ccco2)cc1
(14) CCOC(=O)C1=C(N)Oc2cc(C)[nH]c(=O)c2C1c1ccncc1 (configuration not stated)
(15) C=CCn1c(=N)n(CC(=O)c2ccccc2)c2ccccc21
(16) O=C(O)CCc1ccc(-c2ccccc2)n1NC(=O)c1ccco1

assay / compound,9,10,11,12,13,14,15,16
GPR55 activation,-0.1%,1.2%,11%,·,0.3%,-1.0%,0.7%,-0.1%
KOR beta-arrestin-1,15%[20 µM],-10%,-12%,1%,-5%,15%,-14%,-22%
KOR beta-arrestin-2,-2.7%,-0.4%,-4.7%,-2.7%,-1.5%,-3.5%,3.1%,2.9%
SIAH1 antagonists,0%,12%,2%,-3%,10%,-4%,2%,-4%
GPR55 LPI antagonism,6%,-5%,<0.5µM*,-8%,12%,-1%,-4%,11%
HIV peptide binding,-1.2%,1.9%,9.9µM*,-1.8%,-0.6%,1.6%,-0.2%,1.4%
NOD1 inhibition,-34%,-6%,15%,-41%,-22%,-19%,-25%,0%
AID2073,5%,4%,5.6µM*,3%,-2%,8%,-8%,13%
GPR35 arrestin U2OS,6%,-4%,35%,9%,19%,12%,1%,-20%

(17) Cn1c(=O)[nH]c(=O)c2c1nc(N1CCCCC1)n2CCCSc1nnnn1-c1ccccc1
(18) Cc1ccc(Cl)cc1NC(=S)NCCCSC1CCCCC1
(19) Cc1cccc(NC(=O)c2c(C)cc(=O)oc2C)n1
(20) Cc1cc(C)c(S(=O)(=O)N(CC(=O)O)CC(=O)O)c(C)c1
(21) CCCCN(C(=O)CC(c1ccccc1)c1ccccc1)c1c(N)n(CCC)c(=O)[nH]c1=O
(22) O=C(NCCc1ccc(Cl)cc1)c1cc(-c2ccncc2)nc2ccccc12
(23) C/C(CC(=O)Nc1ccc(C)c(Cl)c1)=N\NC(=O)Cc1cccs1
(24) COc1ccc(N=C2C(=Nc3ccc(OC)cc3)N(c3ccccc3)C(=S)N2C(=O)c2ccc(Cl)cc2)cc1

assay / compound,17,18,19,20,21,22,23,24
GPR55 activation,0.1%,0.4%,0.0%,0.0%,-0.2%,-0.2%,0.0%,1.5%
KOR beta-arrestin-1,32%,-22%,-4%,-30%,16%,-10%,4%,4%
KOR beta-arrestin-2,0.0%,0.7%,-6.0%,5.6%,-3.2%,1.0%,2.3%,-4.0%
SIAH1 antagonists,9%,3%,0%,-1%,7%,4%,-3%,-3%
GPR55 LPI antagonism,0%,-3%,-2%,-10%,4%,4%,-1%,-21%
HIV peptide binding,-1.7%,0.0%,-1.3%,1.7%,3.7%,-0.4%,0.8%,3.7%
NOD1 inhibition,-3%,6%,-2%,15%,-14%,-9%,-9%,-47%
AID2073,-8%,-5%,3%,3%,-2%,-10%,9%,-9%
GPR35 arrestin U2OS,-17%,4%,-3%,-9%,-10%,-11%,-6%,4%

(25) COc1ccc(CC(=O)NC(C)c2nnc(SCCC(=O)Nc3ccccc3)n2C)cc1 (configuration not stated)
(26) COc1cc2c(cc1OC)C(COc1ccc(C(C)C)cc1)NCC2 (configuration not stated)
(27) C=C1c2ccccc2NC(=O)N1c1ccc(OC)cc1
(28) CC(=O)Nc1ccc(NC(=O)c2c(-c3ccccc3)noc2C)cn1
(29) CCCCC(O)(C(NC=O)C(=O)OC)C(F)(F)F (configuration not stated)
(30) Cc1cccc(OCC(=O)NCC(=O)N/N=C/c2cccnc2)c1
(31) CCOC(=O)CN(C(=O)CNC(=O)c1cccs1)C(C(=O)NC1CCCCC1)c1cccs1 (configuration not stated)
(32) O=c1c2ccccc2ncn1CCCCOc1ccccc1F

assay / compound,25,26,27,28,29,30,31,32
GPR55 activation,-0.9%,0.2%,-0.1%,-0.1%,-0.2%,0.2%,-0.3%,-0.2%
KOR beta-arrestin-1,-8%,-30%,-6%[20 µM],12%,1%,-33%,19%,1%[20 µM]
KOR beta-arrestin-2,-3.4%,3.4%,·,2.3%,0.2%,1.2%,-6.1%,-0.9%
SIAH1 antagonists,5%,-2%,-8%,-3%,-3%,-3%,8%,13%
GPR55 LPI antagonism,9%,-19%,19%,12%,-8%,8%,11%,-11%
HIV peptide binding,-1.4%,0.4%,-1.6%,-0.6%,0.8%,0.7%,1.4%,2.3%
NOD1 inhibition,-21%,4%,-8%,-17%,-20%,-15%,7%,-37%
AID2073,8%,-10%,-16%,16%,1%,8%,-9%,-3%
GPR35 arrestin U2OS,6%,-3%,7%,2%,-10%,-23%,-3%,-1%

(33) Cc1cc(C)cc(NC(=S)N2CCC(NC(=O)c3ccccc3C)CC2)c1
(34) COc1ccc(OCc2cc(C(=O)NC3CCOC(C)(C)C3)no2)c2ccccc12 (configuration not stated)
(35) N/C(=N\OC(=O)c1ccc2ccccc2c1)c1ccc(Br)cc1
(36) CCC(=O)c1ccc(OCCn2cnc3ccccc32)cc1
(37) CCOc1ccc(CNCCN2CCCC2)cc1
(38) COc1ccc2c(c1)CC/C(=C\Nc1ccc3c(c1)OCO3)C2=O
(39) CC1(C)CC(=O)C(=C2SCCCS2)C(=O)C1
(40) Cc1ccc(/C=N/Nc2ncnc3nc[nH]c23)cc1

assay / compound,33,34,35,36,37,38,39,40
GPR55 activation,-0.1%,-0.1%,-0.2%,-0.1%,-0.2%,0.0%,1.7%,-0.1%
KOR beta-arrestin-1,-26%[20 µM],6%,-50%,-42%[20 µM],33%[20 µM],-55%,4%,-4%
KOR beta-arrestin-2,·,2.4%,2.5%,-2.3%,-4.5%,·,1.7%,-2.3%
SIAH1 antagonists,10%,-3%,0%,12%,3%,10%,-1%,-1%
GPR55 LPI antagonism,6%,-11%,-7%,3%,-3%,-13%,8%,-12%
HIV peptide binding,-0.6%,11%,0.0%,1.5%,0.3%,21%,6.4%,-2.3%
NOD1 inhibition,-29%,-25%,-14%,-21%,-18%,30%,-23%,2%
AID2073,5%,-3%,8%,24%,5%,8%,4%,10%
GPR35 arrestin U2OS,17%,-10%,-6%,-9%,3%,0%,-10%,-10%

(41) COCCNC(=O)c1ccc2c(=O)n(CCCN3CCCC3=O)c(=S)[nH]c2c1
(42) Cc1nc(SCCO)c2oc3ccccc3c2n1
(43) COc1ccccc1CNC(=O)c1c(N)n(CCCN2CCOCC2)c2nc3ccccc3nc12
(44) CCn1cc(S(=O)(=O)Nc2cc(C(=O)OC)ccc2C)cn1
(45) CCOc1ccc(C(=O)/C=C/c2ccc(OC)c(OC)c2)cc1

assay / compound,41,42,43,44,45
GPR55 activation,-0.4%,-0.2%,0.6%,0.0%,8.7%
KOR beta-arrestin-1,-24%,-9%,-19%,35%,-30%[20 µM]
KOR beta-arrestin-2,5.4%,1.4%,-2.3%,-3.5%,-0.2%
SIAH1 antagonists,-1%,0%,0%,1%,7%
GPR55 LPI antagonism,-5%,-19%,41%,5%,21%
HIV peptide binding,1.4%,-0.3%,0.8%,0.2%,0.5%
NOD1 inhibition,-22%,-16%,25%,-15%,51%
AID2073,-23%,25%,-4%,2%,16%
GPR35 arrestin U2OS,-13%,-4%,-7%,0%,-26%

# Arranged by heavy-atom count (descending): 9 of the compounds above
(43) COc1ccccc1CNC(=O)c1c(N)n(CCCN2CCOCC2)c2nc3ccccc3nc12
(34) COc1ccc(OCc2cc(C(=O)NC3CCOC(C)(C)C3)no2)c2ccccc12 (configuration not stated)
(41) COCCNC(=O)c1ccc2c(=O)n(CCCN3CCCC3=O)c(=S)[nH]c2c1
(38) COc1ccc2c(c1)CC/C(=C\Nc1ccc3c(c1)OCO3)C2=O
(35) N/C(=N\OC(=O)c1ccc2ccccc2c1)c1ccc(Br)cc1
(44) CCn1cc(S(=O)(=O)Nc2cc(C(=O)OC)ccc2C)cn1
(40) Cc1ccc(/C=N/Nc2ncnc3nc[nH]c23)cc1
(37) CCOc1ccc(CNCCN2CCCC2)cc1
(39) CC1(C)CC(=O)C(=C2SCCCS2)C(=O)C1

assay / compound,43,34,41,38,35,44,40,37,39
GPR55 activation,0.6%,-0.1%,-0.4%,0.0%,-0.2%,0.0%,-0.1%,-0.2%,1.7%
KOR beta-arrestin-1,-19%,6%,-24%,-55%,-50%,35%,-4%,33%[20 µM],4%
KOR beta-arrestin-2,-2.3%,2.4%,5.4%,·,2.5%,-3.5%,-2.3%,-4.5%,1.7%
SIAH1 antagonists,0%,-3%,-1%,10%,0%,1%,-1%,3%,-1%
GPR55 LPI antagonism,41%,-11%,-5%,-13%,-7%,5%,-12%,-3%,8%
HIV peptide binding,0.8%,11%,1.4%,21%,0.0%,0.2%,-2.3%,0.3%,6.4%
NOD1 inhibition,25%,-25%,-22%,30%,-14%,-15%,2%,-18%,-23%
AID2073,-4%,-3%,-23%,8%,8%,2%,10%,5%,4%
GPR35 arrestin U2OS,-7%,-10%,-13%,0%,-6%,0%,-10%,3%,-10%
